# Keap1-Nrf2 PPI = Keap1-Nrf2 (human) interaction inhibition; inhibition, % at 9.4 µM; Keap1 Kelch-Nrf2 peptide fluorescence polarization, 1536-well; Q14145; 0.15% of 340,000 active; in the data active = inhibition above about 12%;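 also: human Keap1 Kelch domain with fluorescein labeled Nrf2 9mer peptide probe; 0% = neutral control wells and 100% = peptide positive control; higher means more block of Keap1 binding to Nrf2 peptide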
# Target sequence (Q14145 whole entry, looked up, the tested form may be a part): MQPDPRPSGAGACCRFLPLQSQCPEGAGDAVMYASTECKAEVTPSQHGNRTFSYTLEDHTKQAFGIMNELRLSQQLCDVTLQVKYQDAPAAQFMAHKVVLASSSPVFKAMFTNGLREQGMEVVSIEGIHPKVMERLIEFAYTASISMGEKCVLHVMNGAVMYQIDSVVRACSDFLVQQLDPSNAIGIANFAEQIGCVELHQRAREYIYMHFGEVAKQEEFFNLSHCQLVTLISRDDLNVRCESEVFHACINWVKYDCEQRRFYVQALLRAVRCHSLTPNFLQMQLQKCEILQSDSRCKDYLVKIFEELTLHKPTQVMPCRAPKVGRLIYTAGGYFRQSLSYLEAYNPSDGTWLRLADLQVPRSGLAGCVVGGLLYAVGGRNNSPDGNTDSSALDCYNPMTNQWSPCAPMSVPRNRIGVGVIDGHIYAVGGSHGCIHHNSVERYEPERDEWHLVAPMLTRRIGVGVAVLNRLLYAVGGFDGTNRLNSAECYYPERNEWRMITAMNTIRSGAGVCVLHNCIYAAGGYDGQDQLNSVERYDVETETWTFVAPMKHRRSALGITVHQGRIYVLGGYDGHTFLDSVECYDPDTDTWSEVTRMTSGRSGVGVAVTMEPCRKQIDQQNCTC
# V-ATPase pH = yeast V-ATPase proton transport regulation by pHLuorin. S. cerevisiae, pHLuorin cytosolic pH fluorescence. response, % at 10 µM. 0.37% of 350,000 active. AID 504577; in the data active = response mostly above about 7.3%, no sharp cut-off; inactive = mostly below about 5.4%; also: actives read high; inactives centre near 0; some compounds called inactive have numbers as strong as hits; reference of the scale not given here
# CAL PDZ FP = blocks peptide binding to the human CAL PDZ domain; Q9HD26; purified CAL PDZ, TMR-peptide fluorescence polarization, 1 h; inhibition, % at 24.9 µM; 0.92% of 300,000 active;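 active = mean inhibition of at least 30% with at least half of replicates also reaching 30%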;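 also: 0% = DMSO neutral control and 100% = excess unlabeled competitor peptide PRC23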
# MOR-DOR inv ag = inverse agonists of human mu-delta opioid receptor heterodimerization. inhibition, % at 9.3 µM. 0.21% of 340,000 active. AID 504357. cell-based MOR-DOR heterodimer luminescence, inverse agonism. P35372+P41143; in the data active = inhibition above about 22%, passing the limit was not always enough;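 also: 0% = cells with DMSO and 100% = wells without cells with DMSO; values of inactives mirror those of a sister screen read the other way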
# HTR5A ag = activates human HTR5A in OPRM1-OPRD1 agonist counter-screen; AID 504692; P47898; HTR5A agonist assay, luminescence, cell-based; 0.61% of 340,000 active; activation, % at 9.3 µM; in the data active = activation mostly above about 9.5%, no sharp cut-off; inactive = mostly below about 7.6%;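 also: 0% = cells with vehicle only and 100% = reference agonist; strong numbers were not always called active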
# Target sequence (P47898 whole entry, looked up): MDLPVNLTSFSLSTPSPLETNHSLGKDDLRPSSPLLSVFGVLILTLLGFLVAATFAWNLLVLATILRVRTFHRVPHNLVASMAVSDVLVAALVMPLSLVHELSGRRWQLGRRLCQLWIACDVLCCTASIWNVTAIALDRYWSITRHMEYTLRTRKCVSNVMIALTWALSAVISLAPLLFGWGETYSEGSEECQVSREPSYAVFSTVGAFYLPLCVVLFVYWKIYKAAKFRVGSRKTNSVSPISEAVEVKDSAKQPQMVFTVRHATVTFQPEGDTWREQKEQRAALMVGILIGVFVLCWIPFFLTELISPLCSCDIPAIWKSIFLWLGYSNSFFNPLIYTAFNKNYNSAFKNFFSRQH
# LANA DNA inh = KSHV C-LANA DNA binding inhibition | 0.078% of 340,000 active | inhibition, % at 9 µM | MBP-C-LANA/FAM-LBS DNA binding, fluorescence polarization;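 active = highest replicate inhibition at or above 60% at 9 µM, even if other replicates fall short; inactive = all replicates below 60% inhibition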;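 also: 0% = neutral control wells and 100% = 4 µM acridine orange control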
# Cardiac RTF inh = cardiac RTF calcium desensitization; P19429+P45379; IANBD-labeled cardiac RTF, Ca2+ fluorescence; inhibition, % at 7.15 µM; 0.12% of 340,000 active; AID 493244;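 active = inhibition above the mean inhibition of all tested compounds plus 3 SD, cut at about 17% in these data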;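 also: assay run at fixed EC70 calcium of 1.6 mM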
# OPRM1-OPRD1 ag = agonists of human mu-delta opioid receptor heterodimerization; P35372+P41143; cells, OPRM1-OPRD1 heterodimerization, luminescence; activation, % at 9.3 µM; 0.3% of 340,000 active; AID 504326; in the data active = activation above about 18%;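 also: 0% = vehicle-treated cells and 100% = reference agonist; values of inactives mirror those of a sister screen read the other way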
# HTR5A inv ag = counter-screen for OPRM1-OPRD1 inverse agonists: human HTR5A inverse agonism | 0.083% of 340,000 active | HTR5A cell line, luminescence | inhibition, % at 9.3 µM | AID 504634; in the data active = inhibition mostly above about 23%, no sharp cut-off; inactive = mostly below about 18%;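 also: 0% = cells with DMSO and 100% = no-cell wells with DMSO; some compounds called inactive have numbers as strong as hits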
# cardiac RTF act = increases calcium sensitivity of human cardiac regulated thin filaments; P19429+P45379; IANBD-labeled TnC RTF fluorescence at EC20 calcium; 0% EC20 calcium, 100% full calcium; activation, % at 7.2 µM; 0.24% of 340,000 active; AID 493008;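 active = activation above the mean over all tested compounds plus 3 SD, cut at about 30% in these data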;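 also: rise in fluorescence read as greater calcium sensitivity of cardiac thin filaments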
# The depositor's hits bear a star; x = no result given.
SMILES,Keap1-Nrf2 PPI,V-ATPase pH,CAL PDZ FP,MOR-DOR inv ag,HTR5A ag,LANA DNA inh,Cardiac RTF inh,OPRM1-OPRD1 ag,HTR5A inv ag,cardiac RTF act
Cc1ccc(C(=O)Nn2c(O)c(C=C3N=c4ccccc4=N3)sc2=S)cc1,1,0,x,-21,1,1.3,-2,4.1,-24,-1
O=C(/C=C/c1ccc([N+](=O)[O-])cc1)c1cccnc1,2,6,0,12,6,1.2,-10,-2.3,6,5
CN(C)c1ccc(NC(=O)COC(=O)CNC(=O)c2cccs2)cc1,-4,3,14,-4,2,0.0,7,0.9,-4,1
COc1ccc(C(=O)Nc2ccc(Cl)cc2C(=O)N2CCCC(C)C2)cc1OC (configuration not stated),0,-1,-3,0,5,1.1,-17,0.0,-21,-3
CCn1cc(/C=C(/C#N)S(=O)(=O)c2ccccc2)cn1,-6,0,-1,15,-2,1.4,-28,-2.8,7,3
CN1C(=O)C2(N=c3ccccc3=N2)c2ccccc21,-2,2,-4,14,-1,-0.9,-1,-2.4,2,3
C/C(=N\Nc1nc(N)cc(Cl)n1)c1cccc(N)c1,1,-1,3,6,5,-0.1,5,-1.1,18,0
CC1CCC(NC(=O)Cn2cnc3sccc3c2=O)CC1 (configuration not stated),-2,0,0,17,-3,-1.5,1,-4.3,8,-2
CCOC(=O)C(NC(=O)c1ccccc1)(Nc1cccc(C)n1)C(F)(F)F (configuration not stated),-5,-5,1,19,-3,0.2,-2,-3.7,8,-5
CCN(CC(=O)Nc1ccc(OC)cc1)CC(=O)Nc1ccc(Br)cc1F,-7,4,0,-2,-2,1.0,-21,0.3,6,0
CCOC(=O)C1=C(C)NC2=C(C(=O)CCC2)C1c1cn(Cc2ccc(Cl)cc2Cl)nc1-c1ccccc1 (configuration not stated),3,-2,1,-3,5,1.3,4,0.5,-3,0
CCOC(=O)C1CCN(C(=O)COC(=O)CSc2ccccc2C)CC1,-6,-6,-3,9,0,3.0,-9,-1.8,-1,4
CC1(C)CC2CC(C)(CN2Cc2c(O)ccc3ccccc23)C1 (configuration not stated),-2,6,-2,-33,0,-0.2,1,6.4,0,-4
O=C(NCCN1CCOCC1)c1sc2cc(Cl)ccc2c1Cl,-4,-2,-4,7,7,-1.8,1,-1.2,5,-9
CC(Oc1ccccc1)C(=O)N1CCN=C1SCc1ccccc1 (configuration not stated),2,-5,-4,12,-1,-1.0,5,-2.6,3,-3
O=C(Nc1ccc(O)cc1)c1ccccc1OCc1ccccc1,3,1,-1,0,4,2.1,-5,0.0,-11,-1
O=c1c2ccccc2[nH]c(=S)n1CCCn1ccnc1,-3,-2,23,6,2,-0.4,-4,-1.1,-7,3
O=C(NC12CC3CC(CC(C3)C1)C2)OCCNC1CCCCC1,5,7,-2,-1,0,0.1,-6,0.3,0,9
CCCNC(=O)N1CCN(c2ncccn2)CC1,-1,2,2,11,-1,0.2,-10,-1.9,10,2
CC(=O)Nc1nonc1C(=O)N1CCC(C)CC1,-8,1,0,14,2,-2.6,-15,-2.5,-20,-3
CN1CCc2c(sc(N)c2C(N)=O)C1,-4,6,2,3,8,2.0,-17,-0.5,-26,8
CCOc1ccc(C(=O)NCC(=O)OCc2c(C)noc2C)cc1OCC,-5,13*,5,-11,-5,-0.3,-5,2.2,12,10
Cc1cccc(CC(C)NC(=O)c2oc3c(F)cccc3c2C)n1 (configuration not stated),-2,2,-5,-5,2,0.5,-10,0.9,-7,-3
COc1ccc(CNC(=O)Cc2cccs2)cc1,-4,-2,x,6,-2,-1.0,-4,-1.2,-3,0
CN1CCN(C(=O)c2cc(-c3ccccc3)on2)CC1,-2,-4,1,9,1,0.8,0,-1.6,-14,-7
COc1cc(NC(=O)c2cc(=O)[nH]c3ccc(S(=O)(=O)N4CCOCC4)cc23)cc(OC)c1,-1,4,0,-6,3,-1.0,-10,0.9,10,-5
O=C(NC1CCOc2ccccc21)c1ccccn1 (configuration not stated),1,2,5,8,2,-0.6,-15,-1.3,-26,-6
CC(C)C(=O)Nc1ccc(-c2ccc3nncn3n2)cc1,3,-2,-3,8,2,0.5,2,-1.5,11,-3
Cc1c(C(=O)NC2=NCCS2)cccc1[N+](=O)[O-],-1,2,3,11,0,-0.9,0,-2.5,1,2
CN(C)CCN(C(=O)c1cccc(Cl)c1)c1nc2c(Cl)cccc2s1,1,0,-5,9,2,-1.3,-2,-1.6,-20,6
O=C(CSc1nc2c(cnn2-c2ccccc2)c(=O)[nH]1)N1CCOCC1,0,-1,9,9,2,-1.5,0,-1.7,15,-4
O=S(=O)(Cc1ccccc1)Nc1cccc(Br)c1,-2,1,-2,-11,0,4.0,2,1.9,2,8
CN1CCN(C(=S)NC(=O)c2ccc(Cl)cc2)CC1,-7,-1,-4,-7,-2,0.4,-1,1.4,6,7
Cc1ccc(S(=O)(=O)N2CCN(C(=O)c3ccc(Cl)nc3)CC2)cc1,2,2,0,9,0,1.4,9,-1.8,0,3
COc1cccc(Cn2cnc3c(NS(=O)(=O)c4ccc(Cl)cc4)c(C)c(C)cc32)c1,-3,0,-2,-49,3,-0.3,-5,8.8,-29,8
COc1cccc(SCc2noc(C(=O)NC(C)C)c2C(=O)NC(C)C)c1,-2,-12,-4,1,2,0.2,-8,-0.3,-13,-2
O=C(Cn1ccn(-c2ccc(F)c(Cl)c2)c(=O)c1=O)NCCc1ccccc1,-1,-1,x,-1,5,-0.2,7,0.2,-12,-9
CN(C)/C=C/C(=O)c1ccc2noc(-c3ccc(F)cc3)c2c1,5,-3,-11,-31,1,-0.2,0,6.5,-3,-1
CCCc1nnc(SCc2ccc(OC)cc2)n1N,-2,-1,7,16,7,0.2,4,-2.6,-14,0
COCCN1CCn2c(nc3cc([N+](=O)[O-])ccc32)C1,-3,4,2,x,x,0.7,-9,x,x,-1
CCC(C)(C)NC(=O)C(c1ccc(O)cc1)N(Cc1ccco1)C(=O)CCC(=O)Nc1ccccn1 (configuration not stated),-4,-3,x,-9,0,0.6,-4,1.1,0,-4
CCOc1ccc(NC(=O)NCCCCc2ccccc2)cc1,-1,0,-4,6,3,-0.6,-4,-1.5,-7,-6
O=C(CN1C(=O)C2CC=CCC2C1=O)NC1CCCc2ccccc21 (configuration not stated),-5,0,-6,5,4,-0.7,-1,-0.9,-11,7
CC(C)CN(C(=O)C1CCCCC1)C1CCS(=O)(=O)C1 (configuration not stated),-4,-2,0,11,11,4.9,11,-1.7,-33,4
Cc1ccc(S(=O)(=O)c2nc(-c3ccccc3)oc2N2CCC(C(N)=O)CC2)cc1,-16,-3,-5,6,11,0.3,-14,-1.1,-1,-4
COc1ccc(-c2cc(=O)oc3cc(OCC(=O)NCC4CCC(C(=O)O)CC4)ccc23)cc1 (configuration not stated),3,-2,-6,12,3,-0.2,-3,-2.4,14,2
COc1ccc(COC(=O)CN2C(=O)NC3(CCCC3)C2=O)cc1F,-5,-1,-1,-2,2,0.4,6,0.4,-7,-4
O=S(=O)(NCC(c1ccco1)N1CCN(c2ccccc2F)CC1)c1ccc2c(c1)OCCO2 (configuration not stated),1,-1,-1,-40,6,2.3,-24,5.9,-7,3
N=c1c(S(=O)(=O)c2ccc(Cl)cc2)cc2c(=O)n3ccccc3nc2n1Cc1ccco1,5,5,-5,-10,-1,1.9,-11,1.8,1,8
CCOc1ccc(N=C2C(=O)Nc3ccc(C)c(Br)c32)cc1,1,-2,-4,53*,-4,-1.0,-16,-9.6,17,0
# The list goes on:
SMILES,Keap1-Nrf2 PPI,V-ATPase pH,CAL PDZ FP,MOR-DOR inv ag,HTR5A ag,LANA DNA inh,Cardiac RTF inh,OPRM1-OPRD1 ag,HTR5A inv ag,cardiac RTF act
CCOC(=O)Nc1ccc(C(=O)c2ccncc2)cc1,3,2,-1,1,6,6.1,-7,-0.3,-21,1
Cc1ccc2c(CC(=O)N(CC3CCCO3)c3c(N)n(Cc4ccccc4)c(=O)[nH]c3=O)coc2c1 (configuration not stated),x,-1,3,-1,2,x,6,0.1,-5,2
O=c1[nH]c(SCc2ccccc2Cl)nc2[nH]ncc12,1,2,-20,-2,-2,-0.1,-1,0.2,7,-2
Cc1ccc(-c2noc(CSc3nnc(-c4ccncc4)n3-c3ccc(F)cc3)n2)cc1,-5,-1,-3,6,0,-0.4,-12,-1.1,-22,-2
CC(=O)c1ccc(NC(=O)[C@@]2(CC(=O)O)CC(/C=C/c3ccccc3)=NO2)cc1,-1,5,-3,10,0,-2.2,3,-1.8,1,2
CCN(CC)CCNC(=O)Cn1nc(Cc2ccccc2)c2ccccc2c1=O,-1,-1,-5,-8,4,1.1,-2,1.5,-20,1
c1ccc(-c2nnnn2CCOCCn2nnnc2-c2ccccc2)cc1,0,4,-1,-8,-10,-0.6,14,1.4,22,-3
Cc1ccnc(NC(=O)Nc2ccc3c(c2)N(C)C(=O)CS3)c1,-5,2,-2,5,1,2.7,0,-0.9,-31,4
Cc1cccc(-n2c(O)c(/C=N/NC(=O)c3ccccc3Cl)c3ccccc3c2=O)n1,-11,0,-3,-13,7,-0.2,-6,2.5,-7,-1
CSCCC(NC(=O)c1ccco1)C(=O)N1CC(C)OC(C)C1 (configuration not stated),-4,-4,-3,5,-2,0.7,-1,-1.2,4,1

# Next part, overlapping the part above by 4 compounds.
SMILES,Keap1-Nrf2 PPI,V-ATPase pH,CAL PDZ FP,MOR-DOR inv ag,HTR5A ag,LANA DNA inh,Cardiac RTF inh,OPRM1-OPRD1 ag,HTR5A inv ag,cardiac RTF act
c1ccc(-c2nnnn2CCOCCn2nnnc2-c2ccccc2)cc1,0,4,-1,-8,-10,-0.6,14,1.4,22,-3
Cc1ccnc(NC(=O)Nc2ccc3c(c2)N(C)C(=O)CS3)c1,-5,2,-2,5,1,2.7,0,-0.9,-31,4
Cc1cccc(-n2c(O)c(/C=N/NC(=O)c3ccccc3Cl)c3ccccc3c2=O)n1,-11,0,-3,-13,7,-0.2,-6,2.5,-7,-1
CSCCC(NC(=O)c1ccco1)C(=O)N1CC(C)OC(C)C1 (configuration not stated),-4,-4,-3,5,-2,0.7,-1,-1.2,4,1
Cc1ccc(C(C(=O)NCC2CCCO2)N(C(=O)c2snc(C(N)=O)c2N)c2ccc3c(c2)OCCO3)cc1 (configuration not stated),-5,0,-4,-12,7,0.1,-7,1.8,-20,9
CCOCCCn1c(=NC(C)=O)c(C#N)cc2c(=O)n3cccc(C)c3nc21,5,3,1,x,x,-0.7,x,x,x,x
O=C(COc1ccc(Cl)cc1)N1CCN(C(=O)c2cccs2)CC1,-9,1,0,-8,3,-0.1,1,1.4,-7,-2
N#Cc1c(N)nc2c(c1-c1ccc(F)cc1)c(=O)nc1sccn12,0,0,-1,2,2,1.3,-3,-0.5,-4,3
COc1ccccc1CCNC(=O)C(=O)NCC1CCCN1S(=O)(=O)c1ccccc1 (configuration not stated),-10,1,-1,5,14,0.3,10,-0.8,-42,-4
CCn1c(SCC(=O)OC)nnc1C1CCCCC1,3,-3,2,17,-1,-0.8,-11,-3.1,11,2
Cc1ccc(-c2csc(NC(=O)c3cccc([N+](=O)[O-])c3)n2)cc1,-4,0,-6,0,-1,0.4,-7,0.1,-13,5
CNc1nc(Nc2ccc(C(C)=O)cc2)nc(OC(C(F)(F)F)C(F)(F)F)n1,-2,2,-3,-5,-6,-0.4,-2,0.9,13,-2
O=C(Cc1sc(-c2ccccc2)nc1-c1ccccc1)Nc1ccccc1,-3,-2,3,-12,-7,0.0,-9,2.0,-4,1

# Screening results from PubChem BioAssay.
